Compound activity as filed in PubChem BioAssay.
TSHR antagonist: human thyrotropin receptor antagonism. P16473. TSHR-expressing cells, TSH-stimulated cAMP HTRF, 2 h; stronger effect = lower value. activity change, negative = inhibition, % at 11.5 µM. 330,000 tested, 0.2% active. AID 504810;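 active means activity change below a set negative limit, meaning inhibition stronger than a set level, cut at about -70% in these data; inconclusive means activity change between two set negative limits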; further: on the % scale 0 is the no-effect control and ±100 the full control effect
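Antagonism was scored as loss of TSH-driven cAMP in TSHR cells, stimulated with 4nM TSH (EC80) for 2 hours at 37 deg C and detected by homogeneous HTRF competition immunoassay.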
ASM inhibitor: inhibitors of human secretory acid sphingomyelinase; Potency, µM (doses to about 57.5 µM), for inactives: top-dose activity change, negative = inhibition, most hits filed as inhibitors; 340,000 tested, 0.006% active; P17405; AID 504937; placental ASM, HMU-PC fluorogenic substrate, 60 min; further: potency means the concentration at half of the fitted maximal effect
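Steps: dispense placental human ASM, pin compound, wait 10 min at room temperature, add HMU-PC0 substrate at 9 uM final, incubate 60 min at 37 °C, add stop solution raising pH to 10, read fluorescence.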
Mito fusion act: inhibitors of mitochondrial division or activators of mitochondrial fusion; S. cerevisiae fusion-defective mutant growth rescue, CellTiterGlo 48 h; Potency, µM (highest dose often 46.1 µM), without a hit: top-dose growth rescue (activation), actives largely listed as activators; 320,000 tested, 0.23% active; AID 485298;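 further: potency means the concentration at half of the fitted maximal effect; % of control where 0% means no effect; nearly all actives have a fitted effect of over 45% in size; temperature-sensitive fusion mutants such as fzo1-1 at 37 °C on non-fermentable ethanol glycerol medium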
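Growth-rescue viability read-out: after 48 h at the non-permissive 37C in glycerol/ethanol YPEG, yeast mitochondrial fusion mutants are measured by CellTiterGlo luminescence; compounds (23 nl pinned per well) restoring growth score as division inhibitors or fusion activators.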
ELG1 repair inh: ELG1-dependent DNA repair inhibition; HEK293T ELG1-luciferase reporter, luminescence, 16 h; DNA damage induced by 5-fluorouridine; Potency, µM (titrated, usually from 46.1 µM), for inactives: at the highest dose activity change, negative = inhibition, hits mostly inhibitors; 330,000 tested, 2.3% active; AID 504467; further: potency means the concentration at half of the fitted maximal effect; on the % scale 0 is the no-effect control and ±100 the full control effect; nearly all actives have a fitted effect of over 55% in size
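In this reporter screen, reduction of luminescence relative to DMSO vehicle indicated activity. Compounds and 5-fluorouridine were added together to 2,000 cells per well, incubated for 16 hr at 37 °C, then developed with ONE-Glo.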
Chronic BCR inh: chronic active BCR signaling inhibition; ABC-DLBCL IkBa-CBG/CBR reporter, luminescence ratio, 4 h; AID 493014; 340,000 tested, 0.05% active; Potency, µM (titrated, usually from 46.1 µM), for the others: at the highest dose ratio change, negative = lower green/red ratio, usual class: inhibitors; active means well fitted inhibition curve with a large enough effect in the signal ratio, with a control signal flat, not every such curve was filed as active; inconclusive means small, poorly fitted or top-dose-only effect, or effect the other way, or a change in a side signal; the % refers to the signal ratio;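 further: potency means the concentration at half of the fitted maximal effect; plate controls were basal doxycycline-induced cells for no effect and cells given 10 µM MG132 for full effect; MG132 reads +100%, hits lower the ratio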
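TMD8 ABC-DLBCL cells carrying doxycycline-inducible green luciferase fused to IkappaBalpha plus unfused red luciferase were exposed to compounds (up to 46 uM) for 4 hrs at 37C. Activity came from the overlap-corrected green/red luminescence ratio.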
Eya2 inh: inhibitors of human Eya2 phosphatase activity; 330,000 tested, 0.006% active; Potency, µM (top dose mostly 76.9 µM), for the others: at the top dose activity, negative = inhibition, actives largely listed as inhibitors; O00167; AID 488837; recombinant Eya2, OMFP fluorescence dephosphorylation (OMFP is methylfluorescein phosphate); further: potency means the concentration at half of the fitted maximal effect; on the % scale 0 is the no-effect control and ±100 the full control effect
Target sequence (O00167 whole entry, looked up): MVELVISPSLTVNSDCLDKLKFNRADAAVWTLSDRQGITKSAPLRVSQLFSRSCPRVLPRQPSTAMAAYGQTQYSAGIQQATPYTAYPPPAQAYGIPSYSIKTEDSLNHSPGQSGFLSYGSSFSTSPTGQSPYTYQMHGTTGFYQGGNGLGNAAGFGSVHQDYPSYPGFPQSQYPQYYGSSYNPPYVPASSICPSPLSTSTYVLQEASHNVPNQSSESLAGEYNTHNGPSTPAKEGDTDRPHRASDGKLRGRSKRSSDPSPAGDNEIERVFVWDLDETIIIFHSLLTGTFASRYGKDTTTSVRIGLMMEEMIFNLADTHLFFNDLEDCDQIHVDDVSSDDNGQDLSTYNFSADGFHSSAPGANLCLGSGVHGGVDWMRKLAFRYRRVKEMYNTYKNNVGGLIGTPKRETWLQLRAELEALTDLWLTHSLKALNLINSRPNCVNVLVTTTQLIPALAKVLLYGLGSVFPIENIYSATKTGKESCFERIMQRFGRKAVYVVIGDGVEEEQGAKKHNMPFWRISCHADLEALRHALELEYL
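Eya2 (0.2 uM) preincubated 10 min at ambient with compound, then OMFP substrate added at 50 uM; 10 min reaction in 50 mM HEPES pH 7.5, 50 mM NaCl, 5 uM MgCl2, 0.05% BSA, 1 mM DTT. Fluorescence read at Ex 485/Em 525 nm.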
PTAP TSG101 blk: blocks PTAP/TSG101 interaction to inhibit HIV-1 budding; Fluorescence polarization, FITC-PTAP peptide / Tsg101 binding; 340,000 tested, under 10 active; Q99816; AID 493005; Potency, µM (titrated, usually from 115 µM), inactives show at the highest dose activity change, negative = inhibition, usual class: inhibitors; active means well fitted inhibition curve with a large enough effect in the main read-out, with a control signal flat, not every such curve was filed as active; inconclusive means small, poorly fitted or top-dose-only effect, or effect the other way, or a change in a side signal; inactive means no such curve, though single readings can be large or run the other way; further: potency means the concentration at half of the fitted maximal effect; % of control where 0% means no effect
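FP read-out: FITC-PTAP peptide, 50 nM final, binding Tsg101 binding domain, 10 uM final; 20 min, r.t.; 10 mM HEPES pH 7.5, 0.15 M NaCl, 0.01% Tween 20, 3 mM EDTA, 0.1 mM TCEP.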
Tb PFK block: blocks T. brucei phosphofructokinase | 330,000 tested, 0.17% active | Potency, µM (doses to about 57.5 µM), without a hit: at the top dose activity, negative = inhibition, actives largely listed as inhibitors | O15648 | AID 485367 | T. brucei PFK, ADP-Glo luminescence;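 further: potency means the concentration at half of the fitted maximal effect; 0% = uninhibited 1x PFK enzyme wells and -100% = no-enzyme wells; nearly all actives have a fitted effect of over 60% in size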
Target sequence (O15648 whole entry, looked up): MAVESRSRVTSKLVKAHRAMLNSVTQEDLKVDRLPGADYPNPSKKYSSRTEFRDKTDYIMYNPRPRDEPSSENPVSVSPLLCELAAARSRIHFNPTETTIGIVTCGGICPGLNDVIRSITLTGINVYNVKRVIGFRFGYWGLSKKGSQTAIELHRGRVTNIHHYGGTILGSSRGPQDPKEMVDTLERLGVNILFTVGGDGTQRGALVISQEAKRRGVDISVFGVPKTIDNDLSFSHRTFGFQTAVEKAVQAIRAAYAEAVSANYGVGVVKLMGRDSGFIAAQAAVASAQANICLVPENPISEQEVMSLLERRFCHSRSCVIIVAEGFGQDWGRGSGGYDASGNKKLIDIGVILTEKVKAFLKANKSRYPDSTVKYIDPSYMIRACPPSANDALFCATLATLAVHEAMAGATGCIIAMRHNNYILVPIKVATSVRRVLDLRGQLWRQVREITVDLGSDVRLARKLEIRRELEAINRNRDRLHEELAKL
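Luminescent ADP detection (ADP-Glo, two-step: ATP depletion then ADP-to-ATP conversion for luciferase) reported PFK activity after 45 min room-temperature reaction of 1.25 nM enzyme with 0.5 mM F6P and 0.1 mM ATP at pH 8.0.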
TCR act: activators of T cell receptors. primary human leukocytes, anti-CD3, IL-2 HTRF, 48 h. Potency, µM (highest dose often 9.22 µM), without a hit: at the highest dose activation of IL-2 secretion, actives largely listed as activators. 330,000 tested, under 10 active; further: % of control where 0% means no effect
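HTRF read-out of IL-2 secretion: europium cryptate donor excited at 320nm, d2 acceptor emission at 665nm. Cells were primary human leukocytes incubated 48 hr with compounds and a-CD3 beads, supplying TCR signal only.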
A-T KAP1 phos: potential ataxia-telangiectasia treatments restoring KAP-1 phosphorylation. 320,000 tested, 0.19% active. AID 485349. Potency, µM (titrated, usually from 57.5 µM), without a hit: at the highest dose activation, usual class: activators. […] A-T fibroblasts, KAP-1 phosphorylation AlphaLISA; neocarzinostatin DNA damage 30 min before lysis; further: potency means the concentration at half of the fitted maximal effect; % of control where 0% means no effect; nearly all actives have a fitted effect of over 45% in size
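hTERT-immortalized A-T patient fibroblasts ([…]), 500 cells/well in OPTI-MEM, 1% FBS, got compounds for 60 min, then NCS for 30 min at 37C. Lysates were then assayed for phospho-KAP-1 by AlphaLISA (anti-pKAP1 donor, anti-KAP1 acceptor beads), 6 hr at 25C.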
a7 integrin act: integrin-mediated muscular dystrophy alleviation activation. alpha7betagal myoblasts, beta-gal FDG fluorescence, 48 h. Potency, µM (highest dose often 38.3 µM), for the others: top-dose activation, hits mostly activators. 350,000 tested, 0.064% active;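 further: potency means the concentration at half of the fitted maximal effect; 100% = response of the positive control SU9516; nearly all actives have a fitted effect of over 60% in size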
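Alpha7betagal+/- myoblasts (passage 13) were plated 16-24 hr, then exposed to compounds (1:260 dilution of DMSO stock) for 48 hours at 37C. After MPER lysis, β-galactosidase reporter activity was read as FDG fluorescence (ex 480/em 540) after 30 minutes.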
The depositor's hits bear a star; ? = inconclusive; . = not tested or not shown; [ ] = remark or other dose. Unless noted, the call rests on the fitted dose curve; in most records, active means well fitted curve in the direction sought with a large enough effect; inconclusive means small, poorly fitted or top-dose-only effect, or another doubt; inactive means no such curve, though single readings can be large; an effect the other way counts as inactive or inconclusive. Outcome played no part in choosing rows (roughly 3.2% active in at least one column).

SMILES	TSHR antagonist	ASM inhibitor	Mito fusion act	ELG1 repair inh	Chronic BCR inh	Eya2 inh	PTAP TSG101 blk	Tb PFK block	TCR act	A-T KAP1 phos	a7 integrin act
CCN(CC)S(=O)(=O)c1ccc2c(c1)CC(C(=O)N1CCCC1)N2C(C)=O (stereo not drawn)	21	1%	6%	1%	5%	-8%	0%	1%	-1%	15%	-6%
CC1(C)Cc2cccc(Oc3cc(NN4CCCCC4)c([N+](=O)[O-])cc3[N+](=O)[O-])c2O1	-3	-3%	6%	19%	7%	-4%	1%	2%	13%	-11%	6%
Clc1ccc(N2CCN(/N=C/c3ccncc3)CC2)cc1	-1	-1%	-9%	21µM*	?	8%	-2%	-3%	-2%	-2%	16%
CCOC(=O)C1CCN(C(=O)Cn2cnc3sc(C)c(S(=O)(=O)N4CCOCC4)c3c2=O)CC1	-10	-13%	0%	-2%	?	-3%	-2%	4%	8%	-1%	4%
CCCc1nn(C)c2c1C(c1cccnc1)C(C#N)=C(N)O2 (stereo not drawn)	5	3%	-7%	8%	-1%	-18%	-4%	10%	-1%	1%	-3%
O=C(CSC1=NCCN1)NC12CC3CC(CC(C3)C1)C2	2	5%	1%	?	?	-1%	-1%	0%	-1%	-6%	-32%
CCOc1ccc(CN2CCN(C3CCSCC3)CC2CCO)cc1 (stereo not drawn)	7	3%	1%	-1%	?	-14%	-2%	-4%	15%	-2%	-24%
CC(OC(=O)C1CC(=O)N(Cc2ccccc2)C1)C(=O)Nc1cccc(C#N)c1 (stereo not drawn)	?	0%	0%	-2%	-2%	9%	-1%	5%	-29%	4%	12%
C=CCn1cnc2c(nnn2-c2ccc(C)c(C)c2)c1=O	3	-1%	7%	?	2%	-13%	-3%	-1%	1%	-7%	-21%
COC(=O)Cn1cc(C(=O)C2CC2)c2ccccc21	-4	4%	0%	1%	?	9%	-1%	-6%	-3%	10%	25%
COc1ccccc1NS(=O)(=O)c1cccc(C(=O)N(C)Cc2cccs2)c1	-18	.	0%	5%	13%	-9%	0%	-1%	11%	5%	3%
CC(OC(=O)/C(C#N)=C/c1ccc(N(C)C)cc1)C(=O)NCc1ccco1 (stereo not drawn)	-10	.	-8%	19%	6%	-6%	.	-2%	.	-3%	.
COc1ccc(/C=C/C(=O)OCC(=O)NC2CCCC(C)C2C)cc1 (stereo not drawn)	7	0%	.	?	3%	3%	-5%	5%	2%	-3%	11%
O=C(Cn1cncn1)NCc1ccc(Cl)cc1	-2	-3%	-6%	2%	8%	2%	1%	-3%	-14%[46.1 µM]	-4%	7%
CCOc1c2ccc(C(=O)NCc3ccc(C)cc3)cc2nn1CC	-3	30%	-2%	9%	?	-2%	-4%	2%	4%	-5%	23%
O=C1C=C(c2cccc(Cl)c2)C[C@@H](c2ccc(F)cc2)C1	-15	-5%	?	4%	5%	1%	-2%	8%	-2%	9%	20%
CC1(C)CC(=O)C2=C(C1)N(CCN1CCOCC1)C1=C(C(=O)CC(C)(C)C1)C2c1ccc(Cl)c([N+](=O)[O-])c1	-5	7%	10%	5%	-2%	-1%	-2%	-3%	-13%	-3%	12%
O=C(NCc1nnc(SCC(=O)N2CCOCC2)o1)c1cccs1	16	2%	6%	12%	6%	2%	-3%	-5%	-7%	3%	6%
O=C(COC(=O)c1ccc(F)cc1Cl)NC1CCS(=O)(=O)C1 (stereo not drawn)	16	1%	-3%	9%	7%	16%	0%	2%	-10%	-4%	29%
CC12CCC(=O)N1C(C(=O)N1CCN(S(=O)(=O)c3ccccc3F)CC1)CS2 (stereo not drawn)	.	7%	-4%	4%	0%	9%	-6%	10%	-5%	11%	-14%
C/C(CC(=O)Nc1ccc(C)c(Cl)c1)=N\NC(=O)c1ccccn1	15	0%	-12%	?	?	-2%	0%	-5%	-3%	-1%	0%
Cc1ccc(S(=O)(=O)NC(=O)Nc2ccccc2)cc1	1	1%	-2%	18%	9%	12%	0%	0%	0%	-8%	14%
CCOC(=O)C1=C(C)NC(=S)NC1c1ccc(OCC(=O)N2CCCCCC2)c(OC)c1 (stereo not drawn)	10	2%	-6%	-16%	-2%	-4%	-3%	0%	-6%	5%	1%
C/C(=N/NC(=O)c1cccs1)c1cccc(NC(=O)C2CC2)c1	-24	3%	0%	19%	?	2%	-2%	-2%	2%	-6%	0%
COc1ccc(CC(=O)OCC(=O)c2ccc(S(=O)(=O)N3CCCCC3)cc2)cc1	-5	4%	2%	-1%	2%	8%	4%	3%	-5%	-4%	-1%
Cc1ccccc1N1CCN(C2CCCN(C(=O)CCN3CCCCO3)C2)CC1 (stereo not drawn)	15	2%	3%	2%	-1%	-5%	-2%	-21%	-3%	3%	-6%
CC(C)OC(=O)CSc1nc2ncccc2[nH]1	5	-2%	2%	1%	5%	12%	-13%	-3%	-1%	2%	53%
NNC(=O)c1ccc(COc2ccc3c(c2)CCC3)cc1	-11	0%	-9%	?	-11%	-4%	-4%	-8%	-3%[46.1 µM]	8%	-24%
Cc1cc(C(=O)N2CCN(c3ncccn3)CC2)c2cc(F)ccc2n1	-12	-1%	5%	-15%	0%	0%	-9%	3%	-5%	11%	-21%
CCOC(=O)c1ccc(NC(=O)CSc2nc(SC)ns2)cc1	.	-22%	14%	.	.	.	0%	.	3%	.	?
Cc1ccc(NC(=O)COC(=O)c2cccc(OC(F)F)c2)cc1S(=O)(=O)N1CCCCC1	-18	-4%	6%	2%	0%	-10%	-2%	-1%	-8%	0%	12%
CCOC(=O)N1CCC(NC(=O)CS(=O)(=O)Cc2nc(-c3ccccc3Cl)oc2C)CC1	1	-2%	6%	?	0%	15%	-4%	-3%	-4%	-4%	-22%
O=C(O)C(Cc1ccc(Cl)cc1)Sc1nc2ccccc2[nH]1 (stereo not drawn)	-8	-1%	-2%	14%	?	-7%	-4%	6%	-5%	-2%	-16%
COc1ccc(OC)c(-n2c(C)cc(/C=C3\C(=N)N4N=C(CC(=O)N5CCOCC5)SC4=NC3=O)c2C)c1	-20	9%	0%	?	5%	3%	-2%	-7%	-4%	-10%	-25%
Cc1csc(NC(=O)CSc2nnc(-c3ccncc3)n2C)n1	-2	3%	2%	-5%	6%	-10%	1%	-5%	-15%	7%	?
NC(=O)COc1ccc2cc(-c3ccc(F)cc3)c(=O)oc2c1	-13	.	-1%	?	2%	1%	4%	0%	0%	5%	-13%
COc1cccc(-c2nc(CSCC(=O)N3CCc4ccccc43)c(C)o2)c1	26	-8%	2%	?	-5%	5%	-1%	2%	-3%	34%	-5%
CC(NC(=O)c1ccc([N+](=O)[O-])o1)C1CC2CCC1C2 (stereo not drawn)	-45	1%	.	-12%	?	1%	2%	0%	-7%[46.1 µM]	-6%	-66%[inhibitor]
C=CCN=C(NC#N)SCC(=O)c1cccc(OC)c1	5	-2%	-6%	?	?	2%	-7%	4%	-4%	-9%	-17%
O=C(NN1C(=O)/C(=C/c2ccc(O)c([N+](=O)[O-])c2)SC1=S)c1ccccc1Cl	-32	?	-2%	-18%	?	-9%	3%	0%	-11%	-14%	-4%
O=C(Cn1cc(CCO)nn1)N1CCNCC1	0	4%	-1%	6%	6%	13%	-4%	6%	6%	-7%	3%
Cc1c(Cl)c([N+](=O)[O-])nn1CCCC(=O)Nc1cccnc1	16	1%	-4%	-1%	-3%	5%	-6%	-7%	-4%	-3%	21%
CN1N=C(/C=C/c2ccccc2)CCC1=O	-11	-6%	-2%	?	2%	4%	0%	0%	3%	0%	12%
